GLD-1 TGE inh: GLD-1/TGE RNA complex disruptors, primary screen, biochemical, fluorescence polarization | Female germline-specific tumor suppressor gld-1 (Caenorhabditis elegans), Q17339 | purified GLD-1 + fluorescein TGE RNA | inhibition, % at 5.96 µM | 0.44% of 320,000 active;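 active = percent inhibition above a per-plate cutoff, the plate mean of test compounds plus 3 SD, cut at about 30% in these data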;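 note: 0% = DMSO wells with GLD-1 and probe and 100% = wells lacking GLD-1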
Target sequence (Q17339 whole entry, looked up): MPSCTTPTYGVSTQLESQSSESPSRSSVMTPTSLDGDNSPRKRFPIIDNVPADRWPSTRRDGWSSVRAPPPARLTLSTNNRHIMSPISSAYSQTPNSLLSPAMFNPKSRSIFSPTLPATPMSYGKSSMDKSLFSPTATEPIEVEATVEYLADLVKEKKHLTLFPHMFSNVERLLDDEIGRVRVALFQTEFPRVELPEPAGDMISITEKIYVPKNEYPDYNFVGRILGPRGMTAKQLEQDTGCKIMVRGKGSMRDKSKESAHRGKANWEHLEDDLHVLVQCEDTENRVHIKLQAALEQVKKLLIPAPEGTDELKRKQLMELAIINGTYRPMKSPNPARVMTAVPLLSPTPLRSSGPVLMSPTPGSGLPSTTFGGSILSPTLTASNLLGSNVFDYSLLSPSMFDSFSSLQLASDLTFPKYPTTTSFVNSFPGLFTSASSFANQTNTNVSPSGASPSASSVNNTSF
ZTA DNA inh: counter-screen for EBNA-1 inhibitors: inhibitors of Epstein-Barr virus ZTA; inhibition, % at 11 µM; ZTA-DNA binding, fluorescence polarization; 0.15% of 320,000 active; AID 2234; in the data active = inhibition above about 33%
Target sequence (P03206 whole entry, looked up): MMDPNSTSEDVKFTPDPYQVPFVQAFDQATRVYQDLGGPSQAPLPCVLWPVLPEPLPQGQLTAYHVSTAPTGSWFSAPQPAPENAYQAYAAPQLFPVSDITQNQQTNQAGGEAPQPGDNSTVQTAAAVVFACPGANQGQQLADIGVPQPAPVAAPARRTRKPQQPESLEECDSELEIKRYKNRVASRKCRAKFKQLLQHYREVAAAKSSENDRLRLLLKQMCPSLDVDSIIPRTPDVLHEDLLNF
Efflux pump mplx: inhibitors of Candida efflux pumps in yeast, primary screen, S. cerevisiae, Nile Red, multiplex | S. cerevisiae Candida pump triplex | inhibition, % at 10 µM | 0.44% of 330,000 active | AID 485275, 2010;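 active = plate passing quality check with inhibition over a set limit, or well fluorescence over plate mean plus 4 SD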;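 note: Nile Red retained in pooled yeast measured as flow cytometry median fluorescence; 0% = buffer negative control and 100% = Enniatin B positive control; higher means more Nile Red kept so more efflux inhibition; some compounds called inactive have numbers as strong as hits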
Yeast superoxide: reduction of superoxide in aged yeast, primary screen, HTS; superoxide response (% of plate mean), % at 10 µM; 0.18% of 330,000 active; S. cerevisiae aged cells, superoxide DHE fluorescence; stronger effect = lower value;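 active = superoxide response under a set limit, about three screen SD below normal, cut at about 65% in these data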;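 note: yeast aged for seven days with compound at 30 °C before DHE staining; 100% = average MFI of all compound-treated wells on the plate with controls excluded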
MCL1-BIM inh: inhibitors of MCL1 binding to BIM-BH3, primary screen, biochemical, fluorescence polarization; Induced myeloid leukemia cell differentiation protein Mcl-1 (Homo sapiens), Q07820; GST-MCL1 / FITC-Bim-BH3 fluorescence polarization; inhibition, % at 10.9 µM; 0.68% of 320,000 active; AID 2057, 2009;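 active = inhibition above the mean inhibition of all tested compounds plus 3 SD, set per campaign, cut at about 40% in these data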;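 note: 0% = DMSO wells and 100% = unlabeled Bim-BH3 peptide control; higher means more loss of mP so more displacement of Bim peptide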
MEX-5 binding: MEX-5 zinc finger RNA-binding disruptors – biochemical, C. elegans, fluorescence polarization, MLPCN library, primary screen | Zinc finger protein mex-5 (Caenorhabditis elegans), Q9XUB2 | MEX-5/FITC-TCR2 RNA binding; stronger effect = lower value | activity score (negative = inhibition of binding), % at 10 µM | 0.38% of 300,000 active | AID 1832, 2009;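 active = inhibition past about -25% in most replicates, and total fluorescence under double the plate's negative control median, limit read from the data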;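 note: 0% = DMSO and -100% = 5 µM competing unlabeled TCR2 RNA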
Fam108B inh: mouse Fam108B serine hydrolase inhibitors, primary screen, counter-screen for RBBP9 inhibitor project, biochemical, fluorescence polarization | 0.33% of 300,000 active | recombinant Fam108B, FP-Rh probe fluorescence polarization | inhibition, % at 9.51 µM | AID 1947, 2009;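 active = inhibition above the screen mean inhibition plus 3 SD, computed separately per campaign, cut at about 18% in these data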;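 note: inhibitors lower polarization as less probe binds the enzyme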
EBNA-1 inh: EBNA-1 DNA-binding inhibitors, primary screen, biochemical, fluorescence polarization. inhibition, % at 14.8 µM. 0.34% of 300,000 active; in the data active = inhibition above about 28%
Bcl-xL primary: inhibitors of human Bcl-xL, primary screen, biochemical, fluorescence polarization, HTS | 0.7% of 320,000 active | GST-Bcl-xL / FITC-Bim BH3 peptide fluorescence polarization | AID 2129, 2009 | Bcl-2-like protein 1 (Homo sapiens), Q07817 | inhibition, % at 10.9 µM;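 active = inhibition above the mean of all tested compounds plus 3 SD, cutoff set per campaign, cut at about 30% in these data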;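 note: 0% = DMSO wells and 100% = unlabeled Bim-BH3 peptide competitor; inhibitors lower millipolarization by displacing the labeled peptide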
Target sequence (Q07817 whole entry, looked up): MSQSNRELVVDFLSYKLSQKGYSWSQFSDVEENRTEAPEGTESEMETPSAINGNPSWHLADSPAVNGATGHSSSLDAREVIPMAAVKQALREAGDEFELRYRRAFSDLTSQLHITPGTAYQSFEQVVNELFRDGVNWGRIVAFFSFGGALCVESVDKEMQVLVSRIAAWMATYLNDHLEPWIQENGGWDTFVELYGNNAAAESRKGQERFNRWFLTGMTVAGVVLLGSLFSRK
* marks the source's active call; other numbers are inactive results; . = not tested or not shown.

Every second line gives: GLD-1 TGE inh	ZTA DNA inh	Efflux pump mplx	Yeast superoxide	MCL1-BIM inh	MEX-5 binding	Fam108B inh	EBNA-1 inh	Bcl-xL primary
- Cc1ccc(C)c(/C=N/Nc2nc3ccccc3c(=O)n2O)c1
 : 7	7	-0.2	82	7	-2.2	-1	0	13
- Cc1ccccc1-n1c(SCc2cccc(F)c2)nc2[nH]ncc2c1=O
 : 4	-4	-0.5	105	6	2.1	0	-1	-1
- CNC(=S)NNC(=O)COc1ccc(C)c(C)c1
 : 1	-6	0.0	82	-10	-1.8	2	-3	-9
- CCN(CC)C(=O)Cn1c(=O)n(-c2ccccc2)c(=O)c2sccc21
 : 0	2	0.0	99	1	-0.3	-1	3	4
- CCN(CCn1cccn1)C(=O)c1cccc(OC2CCN(S(C)(=O)=O)CC2)c1
 : -3	-3	0.0	100	-10	3.3	2	0	4
- Cc1cc(=O)c(C(=O)c2ccccc2)c(C)o1
 : 6	2	-0.1	83	-1	-0.3	11	-3	37*
- Cc1c(Br)cc(C(=O)N2CCCC2)c(C)c1C
 : 4	1	0.3	92	-3	0.6	0	-24	-5
- COc1ccc(-c2nc(C)ncc2N=Nc2ccccc2)cc1
 : 1	16	0.2	98	10	1.1	12	-5	4
- COC(=O)[C@H](CCSC)NC(=O)Cn1ccc(N)nc1=O
 : -4	-30	-0.2	94	1	.	.	.	5
- O=C(CCc1nc2ccccc2s1)NC1CCOC1=O (stereo not given)
 : 6	-3	0.2	86	8	0.5	0	3	5
- CCN1CCN(C(=O)NC2CCCCC2)CC1
 : 5	2	-0.1	94	-2	2.5	2	0	5
- CC(=O)NS(=O)(=O)c1ccc(NC(=O)c2ccc3c(c2)C(=O)N(CCC(C)C)C3=O)cc1
 : -5	8	-0.2	79	17	-2.9	-21	6	2
- O=C(NCCC1=CCCCC1)c1c(O)nc2ccccn2c1=O
 : -1	2	0.1	64*	9	1.6	0	-3	-1
- CS(=O)(=O)c1cccc(C(=O)Oc2ccccc2)c1
 : 3	2	0.5	99	-2	-2.0	4	3	-5
- Cc1cc(C)cc(NC(=S)NCc2cccn2C)c1
 : -5	1	0.5	98	6	1.1	-1	4	0
- C=CCC1(CC=C)CCCN1C(=O)C1CCC(=O)N(CCc2ccc(OC)cc2)C1 (stereo not given)
 : -6	-9	0.1	86	2	0.2	-5	1	4
- CC(=O)N1c2ccccc2Oc2cc3ccccc3cc21
 : 4	-10	-0.4	96	0	.	4	-3	8
- COCCCN(C(=S)Nc1cc(Cl)cc(Cl)c1)C(C)c1ccccn1 (stereo not given)
 : 6	7	-0.2	94	12	2.7	3	4	4
- Cc1ccc(-c2cc(NC(=O)CCl)n(-c3ccccc3)n2)cc1
 : 0	0	0.0	98	1	2.0	-2	6	2
- Cc1nc(-c2ccccc2)cc(=O)[nH]1
 : 4	4	0.0	109	-3	3.0	0	8	1
- Cc1cccc(NCCNc2cccc(C)c2)c1
 : 3	1	0.1	99	6	1.0	1	-7	-2
- CC1CN(CC(=O)N2CCc3[nH]c4ccccc4c3C2)CC(C)O1 (stereo not given)
 : 29	-2	0.0	109	27	-1.8	2	3	26
- CN(C(=O)c1cc2c(=O)n3ccccc3nc2s1)C1CCCCC1
 : 1	2	-2.8	117	8	0.9	1	-6	1
- CNCc1c(OCc2ccccc2)ccc2ccccc12
 : 5	-14	-0.1	103	4	0.6	-3	-3	5
- O=C(Oc1ccc(-c2nnco2)cc1)N(c1ccccc1)c1ccccc1
 : 1	-5	0.0	95	6	0.0	0	1	4
- Cc1cc(NC(=O)CSc2nc3ccsc3c(=O)n2CCCC(=O)NCCc2ccccc2)no1
 : 4	-4	0.0	102	1	1.0	0	-4	6
- COc1ccc(CCN=CC2=C(O)CC(C)(C)CC2=O)cc1
 : 4	3	0.1	101	1	0.7	4	-3	1
- CCOc1ccc(N=C2SC(C(=O)Nc3ccccc3C#N)C(N)=C2C(=O)Nc2ccc(Cl)cc2)cc1 (stereo not given)
 : 1	-8	0.0	108	5	1.9	-6	-6	0
- Cc1ccc(-c2nnn(CC(=O)N(CC(=O)NC3CCCC3)c3cnc4ccccc4c3)n2)o1
 : 0	3	0.4	97	2	-1.3	-7	-15	-1
- N#CCCN(C(=O)COC(=O)CCC(=O)c1ccc(F)cc1)c1ccccc1
 : 1	-3	0.0	106	11	.	.	.	6
- COCCSc1nnc(NC(=O)C(C)(C)C)s1
 : 5	0	0.2	114	-6	-0.2	-3	-8	3
- O=C(Cc1c(F)cccc1Cl)NNC(=O)Nc1ccc2c(c1)OCO2
 : 2	6	-0.2	102	1	1.3	-2	-4	0
- CCn1ncc(S(=O)(=O)N2CCN(c3cccc(OC)c3)CC2)c1C
 : 0	11	0.3	103	-2	1.0	4	-5	7
- CCOC(=O)Cn1cnc2scc(-c3ccccc3)c2c1=O
 : 3	1	0.0	101	8	1.3	-2	7	4
- CCN1CCN(c2nc(Nc3cccc(C)c3)nc(N)c2[N+](=O)[O-])CC1
 : -1	5	0.7	108	-12	1.0	0	7	-8
- C/C(=C(\C#N)C(=O)NCCCN1CCOCC1)N(C)C
 : 2	13	0.0	94	8	1.0	-2	0	7
- COc1ccc(NC(=O)c2cn3c(nc4ccccc43)c(C#N)c2C)cc1
 : 1	-2	0.1	108	-1	0.0	2	0	0
- COc1cc(NC(=S)NC(=O)c2ccc(C)cc2C)ccc1NC(=O)c1cccs1
 : 2	-11	0.1	96	2	0.8	-3	-1	4
- CCN1CCN(C(c2cccs2)C(C)NC(=O)c2cccnc2)CC1 (stereo not given)
 : -2	-2	-0.1	82	6	0.6	3	-1	1
- Cc1cc(Br)ccc1S(=O)(=O)NCc1ccccc1
 : 6	2	-0.1	106	1	2.6	-1	1	6
- Cn1c2ccccc2c2nnc(SCC(=O)NC3CC3)nc21
 : -2	8	0.1	105	-11	0.0	1	7	-4
- Nc1c(Cl)ncnc1N/N=C/c1ccc(O)cc1
 : -3	15	-0.2	72	9	1.5	-1	4	6
- CCOC(=O)C1(C)NC(c2ccc(OC)c(OC)c2)C2C(=O)N(CC)C(=O)C21 (stereo not given)
 : -1	-13	-0.4	96	-1	-1.2	-4	-3	5
- Cc1cc2nc3n(c2cc1C)CC1CC(C(=O)NCc2ccccc2)N(C)C31 (stereo not given)
 : 0	7	-0.1	96	-1	2.0	3	3	3
- CCS(=O)(=O)CCSC1OC(COC(C)=O)C(OC(C)=O)C(OC(C)=O)C1OC(C)=O (stereo not given)
 : 2	-3	-0.3	91	-1	3.3	1	2	0
- O=C(O)C1CCCCC1C(=O)Nc1ccc(S(=O)(=O)N2CCCC2)cc1 (stereo not given)
 : -1	17	-0.1	107	-7	0.2	-1	-11	0
- COc1ccc(C2=NN(C(=O)c3ccco3)C(c3ccco3)C2)cc1OC (stereo not given)
 : 0	-1	-0.3	106	-2	-7.9	-4	9	3
- CC(NC(=O)CCCn1cc([N+](=O)[O-])cn1)c1ccccc1 (stereo not given)
 : 1	-17	0.1	106	11	2.9	0	2	5
- COc1ccc(CNc2ccc(-c3ccccc3OC)nn2)cc1
 : -4	-5	0.1	104	-1	1.2	1	-22	0
- CCc1cc(=O)oc2c(C)c(OC(C)C(=O)NCCCN3CCOCC3)ccc12 (stereo not given)
 : -2	-17	-0.2	92	9	0.1	8	2	14
- CCOc1cc(/C=C/c2nc3ccccc3s2)ccc1OCC(=O)N1CCOCC1
 : 3	11	-0.2	101	-1	1.1	-1	1	-2
- Cn1c(=O)c2c(nc(CN3CCOCC3)n2CCc2ccccc2)n(C)c1=O
 : -4	-11	-0.2	95	4	1.3	-3	-5	7
- CC(C)CC(OC(=O)c1nsc(Cl)c1Cl)C(=O)NC1CCCC1 (stereo not given)
 : -3	-3	-0.2	101	0	-0.2	1	8	3
- O=S(=O)(c1cccc(Cn2nnc(-c3ccc(F)cc3)n2)c1)N1CCOCC1
 : -2	-6	0.4	90	-4	0.9	2	11	-3
- COc1ccc(N/C(C)=C/C(=S)Nc2ccccc2)cc1
 : 9	6	0.0	100	26	-1.6	2	-2	20
- COC(=O)CSc1nc(-c2ccccc2)c2c(c1C#N)CCCC2
 : 4	8	-0.3	105	-4	-1.2	0	9	3
- CC(C)c1ccc(NC(=O)Cn2cccc2C2=NC(c3ccccc3)CO2)cc1 (stereo not given)
 : -3	3	0.3	94	2	1.5	-2	-1	-4
- CC1=C(C(=O)Nc2ccccc2)C(c2ccco2)n2ncnc2N1 (stereo not given)
 : 7	10	-0.1	80	4	1.1	-2	7	1
- CCCn1c(SCC(=O)Nc2ccc(OC)cc2[N+](=O)[O-])n[nH]c1=O
 : -2	-8	-0.2	98	2	0.6	0	1	-5
- CCN(C(=O)COC(=O)c1ccc(OC)c(S(=O)(=O)N(C)Cc2ccccc2)c1)C1CCS(=O)(=O)C1 (stereo not given)
 : 0	-4	0.1	103	-1	0.0	0	-11	1

(listing goes on)
Every second line gives: GLD-1 TGE inh	ZTA DNA inh	Efflux pump mplx	Yeast superoxide	MCL1-BIM inh	MEX-5 binding	Fam108B inh	EBNA-1 inh	Bcl-xL primary
- Cc1ccc2nc(N3CC(=O)Nc4ccccc43)nc(-c3ccccc3)c2c1
 : -4	-10	2.4	109	-4	.	-1	2	3
- CCCCCN(C(=O)COC(=O)c1ccc(Br)o1)c1c(N)n(CCCC)c(=O)[nH]c1=O
 : 4	-11	-0.3	112	-3	-5.6	-1	2	0
- Cc1cc(C)c(C(=O)N2CCCC(N3CCN(c4ccc(F)cc4)CC3)C2)o1 (stereo not given)
 : 3	-2	0.1	106	6	1.4	4	4	4
- O=C(c1cccc(Cl)c1Cl)N1CCN(c2ccccn2)CC1
 : 7	0	-0.1	97	6	1.3	2	1	1
- CC(=O)C1=C(O)C(=O)N(CC(=O)O)C1c1ccccc1Cl (stereo not given)
 : 7	-3	0.0	108	-4	-1.5	0	0	0
- COCCn1nnnc1CN1CCC(NC(=O)c2ccc(Br)cc2)CC1
 : 3	4	0.0	96	-3	0.5	2	5	-2
- O=C(Nc1nonc1-c1ccc(Cl)cc1)c1ccccc1
 : 4	-2	0.1	107	0	-0.9	4	-4	8
- CC(C)(C)NC(=O)CN(C(=O)c1csnn1)c1ccccc1-c1ccccc1
 : 2	15	-0.1	86	10	0.6	4	5	4
- CCOc1ccc(/C=N/n2c(SC)nnc(C(C)(C)C)c2=O)cc1
 : 6	-11	0.0	249	4	-0.4	-1	-7	4
- COC(=O)c1ccc(COc2ccccc2[N+](=O)[O-])o1
 : 2	15	0.2	100	-2	-0.3	0	-5	3
- COc1ccc(NC(=O)COc2ccc(C)nc2[N+](=O)[O-])cc1S(N)(=O)=O
 : 3	-2	-0.1	119	3	.	.	.	1
- CCN(CC)c1ncnc2c1cnn2Cc1ccc(C)cc1
 : -6	-8	0.0	105	45*	-2.2	-6	-17	3
- O=C1CC(c2cccc(Br)c2)c2cc3c(cc2N1)CCC3 (stereo not given)
 : 12	-12	0.1	160	1	2.4	-6	-14	2
- Cc1nc(N2CCC(C)CC2)c(C#N)c(C)c1[N+](=O)[O-]
 : 1	0	0.2	101	3	1.2	-5	-9	-1

Screens from PubChem.

Outcome played no part in choosing rows; about 2.3% have a hit in one of these screens.
